ALDH1A1 block = ALDH1A1 (human) enzyme inhibition; AID 1030; actives 7.3% (n = 220,000); Purified ALDH1A1, NADH fluorescence, propionaldehyde substrate; Potency, µM (titrated, usually from 75.3 µM), for the others: at the top dose activity, negative = inhibition, hits mostly inhibitors; active = well fitted inhibition curve with a large enough effect, not every such curve was filed as active; inconclusive = small, poorly fitted or top-dose-only effect, or another doubt; inactive = no such curve, though single readings can be large or run the other way;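 note: plate controls were no enzyme wells and a reference inhibitor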
Target sequence (P00352 whole entry, looked up): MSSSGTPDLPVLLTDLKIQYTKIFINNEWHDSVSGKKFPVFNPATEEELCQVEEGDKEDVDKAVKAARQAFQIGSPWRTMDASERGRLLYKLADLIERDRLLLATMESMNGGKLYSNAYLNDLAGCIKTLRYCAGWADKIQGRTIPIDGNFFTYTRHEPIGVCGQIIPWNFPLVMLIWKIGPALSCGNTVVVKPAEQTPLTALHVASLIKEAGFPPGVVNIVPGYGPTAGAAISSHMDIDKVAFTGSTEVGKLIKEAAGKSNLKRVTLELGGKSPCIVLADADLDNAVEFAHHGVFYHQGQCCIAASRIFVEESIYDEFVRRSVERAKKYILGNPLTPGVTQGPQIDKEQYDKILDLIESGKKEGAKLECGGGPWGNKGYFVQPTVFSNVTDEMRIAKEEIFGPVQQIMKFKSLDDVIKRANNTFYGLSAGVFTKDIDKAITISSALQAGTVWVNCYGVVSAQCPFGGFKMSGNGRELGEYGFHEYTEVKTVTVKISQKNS
GAA inh = blocks human lysosomal alpha-glucosidase; Potency, µM (titrated, usually from 76.9 µM), for the others: at the top dose activity change, negative = inhibition, hits mostly inhibitors; purified human GAA, 4-MU-alpha-glucoside fluorescence; AID 1466; actives 0.005% (n = 200,000);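 note: plate controls were uninhibited enzyme wells for no effect and no-enzyme background for full effect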
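Activity normalized between no-enzyme (basal) and enzyme-only wells. Conditions: 4 nM human enzyme, 400 uM fluorogenic substrate, citrate/phosphate pH 5.0 with Tween-20, 20 min room temperature, compounds up to 77 uM.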
NPSR antagonist = neuropeptide S receptor (human) antagonism, cAMP | Q6W5P4 | CHO-NPSR cells, cAMP TR-FRET, antagonist mode | Potency, µM (top dose mostly 38.3 µM), for inactives: at the top dose activity change, negative = inhibition, hits mostly inhibitors | actives 1% (n = 220,000); note: % is set by controls: 0 for no effect and ±100 for the full control effect; nearly all actives have a fitted effect of over 50% in size; many of its hits are not listed in these tables
Target sequence (Q6W5P4 whole entry, looked up): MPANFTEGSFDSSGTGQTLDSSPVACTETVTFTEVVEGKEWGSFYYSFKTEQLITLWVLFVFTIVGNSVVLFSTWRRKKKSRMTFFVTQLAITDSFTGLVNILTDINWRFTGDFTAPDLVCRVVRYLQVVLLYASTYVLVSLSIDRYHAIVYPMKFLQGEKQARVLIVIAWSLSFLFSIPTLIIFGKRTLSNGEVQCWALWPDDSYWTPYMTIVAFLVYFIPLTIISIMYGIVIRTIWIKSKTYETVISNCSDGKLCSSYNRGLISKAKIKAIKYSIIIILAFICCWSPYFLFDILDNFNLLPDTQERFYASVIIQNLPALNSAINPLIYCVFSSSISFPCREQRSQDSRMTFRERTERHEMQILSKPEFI
aGal spleen mod = inhibitors or activators of human alpha-galactosidase in spleen homogenate. Potency, µM (highest dose often 80 µM), for the others: at the top dose activity change, negative = inhibition, hits mostly inhibitors. human spleen homogenate, 4MU-alpha-Gal fluorescence, 40 min. actives 0.008% (n = 240,000). P06280;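 note: 0% = enzyme with vehicle and -100% = no enzyme basal signal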
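Spleen homogenate 1 ug + cpd (titration) + 4-MU-alpha-D-galactopyranoside 1 mM; 37C 40 min; 50 mM citrate/phosphate pH 5.0, 0.01% Tween-20; stop pH 10; fluorescence 365/440; AC50 via Hill.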
aGlu spleen mod = inhibitors or activators of human alpha-glucosidase in spleen homogenate | P10253 | Potency, µM (doses to about 79.9 µM), inactives show at the top dose activity change, negative = inhibition, usual class: inhibitors | human spleen homogenate, 4-MU-alpha-glucoside fluorescence | actives 0.006% (n = 240,000);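 note: 0% = enzyme with vehicle and -100% = no enzyme basal signal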
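Human spleen homogenate (1 ug) incubated with compounds and 1 mM 4-methylumbelliferyl-alpha-D-glucopyranoside in pH 5.0 citrate/phosphate buffer, 37 C, 40 min. Stopped at pH 10; 4-MU fluorescence (Ex 365/Em 440 nm); AC50 by Hill fit.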
Tau fluor cs = counter-screen for tau fibril formation inhibitors | tau K18 P301L (four-repeat tau fragment) Alexa594 fluorescence, heparin fibrillization | Potency, µM (highest dose often 57.7 µM), for inactives: at the highest dose activity change, negative = decrease | actives 0.93% (n = 280,000); note: % is set by controls: 0 for no effect and ±100 for the full control effect; nearly all actives have a fitted effect of over 55% in size
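Human K18 P301L tau (15 uM unlabeled plus 0.24 uM Alexa 594-labeled, final) in 100 mM sodium acetate pH 7 was mixed with compound and 20 uM heparin and incubated 6 hr at 37 C.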
Epigenetic reg = regulators of epigenetic silencing causing reporter derepression in mouse cells; Potency, µM (highest dose often 53.9 µM), for inactives: top-dose GFP activation, hits mostly activators; actives 0.2% (n = 280,000); AID 1865; murine LDR cells, GFP reporter derepression, 30 h; note: % of control where 0% means no effect; nearly all actives have a fitted effect of over 60% in size
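GFP-positive cell count by laser-scanning cytometry (objects 20–120 um) after 30 h, 37 C compound exposure of murine LDR cells; reporter is CMV-GFP integrated at a silenced locus, inducible by HDAC or DNMT inhibitors.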
GAA glycogen mod = inhibitors or activators of human alpha-glucosidase glycogen cleavage | recombinant GAA, glycogen substrate, Amplex Red glucose oxidase fluorescence | P10253 | Potency, µM (highest dose often 76.4 µM), for the others: at the top dose activity change, negative = inhibition, usual class: inhibitors | actives 0.38% (n = 300,000);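 note: 0% = full enzyme reaction and -100% = no-enzyme basal signal; the screen sought inhibitors and activators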
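Recombinant human alpha-glucosidase (4 nM final) hydrolysed bovine liver glycogen (30 ug) for 40 min at 37 C in pH 5.0 citrate/phosphate with 0.01% Tween-20. Released glucose detected by glucose oxidase/Amplex Red, Ex 573/Em 610 nm. Compounds up to 77 uM; AC50 from Hill fits.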
An asterisk follows results filed as active; ? = inconclusive; · = not tested or not shown; [ ] = remark or other dose. Unless noted, calls come from the whole dose curve; as a rule, active = well fitted curve in the direction sought with a large enough effect; inconclusive = small, poorly fitted or top-dose-only effect, or another doubt; inactive = no such curve, though single readings can be large; an effect the other way counts as inactive or inconclusive. Potency is the fitted concentration of half-maximal effect.

Order of results – ALDH1A1 block	GAA inh	NPSR antagonist	aGal spleen mod	aGlu spleen mod	Tau fluor cs	Epigenetic reg	GAA glycogen mod
> CCOC(=O)C1CCc2nc3ccccc3c(=O)n21 (configuration not stated)
  12%	4%	13%[7.67 µM]	7%	4%	-2%	1.7%	-8%
> O=C(N/N=C/C1CCCCC1)c1cc(Cl)ccc1O
  ?	-18%	-5%[46.1 µM]	-2%	-5%	-2%	1.0%	35µM*
> NC(=O)NC(=O)COC(=O)CN1C(=O)C2CCCCC2C1=O (configuration not stated)
  -2%	3%	27%	-2%	-10%	3%	-1.0%	-5%
> O=C(Cc1ccccc1)Nc1ccc2oc(=O)ccc2c1
  ?	-3%	5%	-2%	-6%	-1%	1.6%	-7%
> COc1cc(C(=O)N2CCN(C(=O)c3ccco3)CC2)c([N+](=O)[O-])cc1OC
  -12%	7%	4%	-2%	6%	-8%	-1.8%	11%
> COC(=O)c1ccc(C(=O)OC)c(NC2=NS(=O)(=O)c3ccccc32)c1
  5%	-1%	13%[46.1 µM]	-9%	1%	-18%	0.0%	4%
> O=C(N/N=C/c1cccnc1)c1ccco1
  ·	·	-15%	2%	0%	-3%	0.1%	4%
> OCCN1CCOCCN(CCO)CCOCC1
  8%	-1%	-1%[46.1 µM]	10%	1%	-7%	-0.8%	17%
> Cc1[nH]c2ccccc2c1SCC(=O)Nc1nccs1
  16%	-12%	1%	-5%	-2%	-13%	-2.5%	13%
> [O-][n+]1onc2c1C(N1CCOCC1)CCC2N1CCOCC1 (configuration not stated)
  13%	15%	-6%[46.1 µM]	-3%	-5%	-10%	0.0%	7%
> Cc1cc(C(F)F)n2nc(C(=O)Nc3ccccc3F)nc2n1
  ?	2%	-11%[46.1 µM]	-4%	-5%	-4%	-1.1%	9%
> O=C(O)CCC(=O)NNC(=O)CCCOc1ccc(Cl)cc1Cl
  9%	2%	2%[46.1 µM]	-4%	-7%	-2%	2.6%	-8%
> O=C(NCCc1ccccc1)C(=O)NC1CCCCC1
  7%	-4%	-23%[46.1 µM]	3%	-3%	4%	-1.0%	4%
> Cc1ccc(NC(=S)NNC(=O)Cn2nc(C(F)F)cc2C(F)F)cc1
  ?	0%	6%	-6%	0%	-2%	1.1%	11%
> COC(=O)CCCC(=O)Nc1c(F)c(F)c(F)c(F)c1F
  4%	-1%	-12%[46.1 µM]	-1%	-4%	1%	1.0%	6%
> COc1cc(S(=O)(=O)Nc2ccc(C)cc2)ccc1N=Cc1c(C)[nH]n(-c2ccccc2)c1=O
  -9%	3%	-19%	0%	2%	7%	2.1%	-7%
> NCCSc1c(-c2ccccc2)[nH]c2ccccc12
  ?	·	11%	8%	3%	?	-0.2%	-2%
> CCCn1c(N2CCN(S(=O)(=O)Cc3ccccc3)CC2)nc2ccccc21
  1%	?	-7%[46.1 µM]	1%	1%	-9%	0.0%	2%
> Cc1nnc(SCC(=O)NC2CCS(=O)(=O)C2)n1-c1ccccc1 (configuration not stated)
  12%	2%	4%	8%	1%	1%	-1.5%	1%
> COc1cc(/C=N/NC(=O)C2(O)c3ccccc3-c3ccccc32)ccc1O
  1%	-3%	-23%[46.1 µM]	-5%	-3%	-9%	0.1%	?
> Cc1nn(C(C)C(=O)NCc2ccco2)c(C)c1[N+](=O)[O-] (configuration not stated)
  -8%	?	7%	-4%	-7%	-15%	-0.3%	1%
> CCOc1ccc(-c2nc(CN(Cc3ccccc3)C[C@@H]3CCC(=O)N3)c(C)o2)cc1
  ?	·	?	-3%	0%	5%	-1.2%	-20%
> Cc1ccccc1Cn1nc(C)c(NC(=O)c2cc(-c3cccs3)on2)c1C
  -7%	-3%	-27%[46.1 µM]	-3%	-9%	-5%	-1.0%	4%
> CCOC(=O)c1c(N)sc(C(=O)Nc2ccccc2F)c1C
  -3%	?	-17%	-8%	-3%	-14%	2.1%	11%
> CN(C)c1cc(-c2ccc(Cl)cc2)oc(=O)c1Cl
  ?	3%	8%	-8%	0%	-10%	3.8%	6%
> Cc1cc(C)cc(N2C(=O)CC(n3ccnc3)C2=O)c1 (configuration not stated)
  -9%	1%	8%[46.1 µM]	4%	2%	1%	0.0%	6%
> CCOc1ccc(C(C)=O)cc1Cn1nc(C(=O)O)c2ccccc2c1=O
  -12%	-4%	-18%[46.1 µM]	22%	-3%	-8%	-3.1%	-4%
> CN(C)C(=O)N1CCC(C(=O)N2CCCC(C(=O)c3ccc(C(C)(C)C)cc3)C2)CC1 (configuration not stated)
  -2%	·	11%	1%	2%	1%	-0.1%	0%
> O=C(O)C1(P(=O)(c2ccccc2)c2ccccc2)CCC1
  11%	4%	-10%[46.1 µM]	7%	8%	3%	1.3%	-5%
> CCN(C(=O)CSc1ccc2ccccc2n1)C1CCS(=O)(=O)C1 (configuration not stated)
  -9%	2%	4%	1%	-3%	11%	4.5%	2%
> O=C(NCCOc1ccccc1Cl)c1ncn[nH]1
  13%	?	-1%	-1%	-3%	3%[2.34 µM]	3.4%	-10%
> CC(=O)Nc1cccc(C(=O)N2CCN(Cc3ccccc3)CC2)c1
  ?	-6%	-28%[46.1 µM]	5%	-1%	-11%	0.0%	-7%
> NNC(=S)Nc1ccc(S(=O)(=O)N2CCCCC2)cc1
  ·	·	-5%	5%	-5%	16µM*[quencher]	1.1%	-17%
> COC(=O)CCC(=O)Nc1c(C)n(C)n(-c2ccccc2)c1=O
  0%	9%	14%	3%	-1%	6%	1.1%	1%
> COc1ccc(Cl)cc1NC(=S)NNC(=O)CC(C)C
  ?	0%	5%	7%	5%	8%	1.3%	?
> CC1CCN(C(=O)/C(=C\c2cccs2)NC(=O)c2ccccc2)CC1
  ?	?	9%	-13%	0%	-18%	-1.1%	-27%
> CCC(=O)c1ccc(OCc2ccccc2)c(OC)c1
  -2%	8%	10%	-2%	-5%	-3%	0.0%	-1%
> CC(C)CCn1nnnc1C(c1ccccc1)N1CCN(C)CC1 (configuration not stated)
  4%	3%	-2%[46.1 µM]	4%	0%	-4%	-0.1%	3%
> O=C(Nc1ccc(-c2nc3ccccc3s2)c(O)c1)C1=COCCO1
  -7%	-5%	-20%	0%	-2%	-18%	0.0%	13%
> COc1cccc(Nc2ccc(Nc3cccc(OC)c3)nn2)c1
  -3%	-8%	-25%[46.1 µM]	-1%	0%	13µM*[quencher]	0.0%	-6%

Fetched one by one from above, 2 records:
Order of results – ALDH1A1 block	GAA inh	NPSR antagonist	aGal spleen mod	aGlu spleen mod	Tau fluor cs	Epigenetic reg	GAA glycogen mod
> CC1CCN(C(=O)/C(=C\c2cccs2)NC(=O)c2ccccc2)CC1
  ?	?	9%	-13%	0%	-18%	-1.1%	-27%
> CCN(C(=O)CSc1ccc2ccccc2n1)C1CCS(=O)(=O)C1 (configuration not stated)
  -9%	2%	4%	1%	-3%	11%	4.5%	2%

Further entries.
Order of results – ALDH1A1 block	GAA inh	NPSR antagonist	aGal spleen mod	aGlu spleen mod	Tau fluor cs	Epigenetic reg	GAA glycogen mod
> Cc1ccc(S(=O)(=O)Oc2ccc(/C=C(/NC(=O)c3ccccc3)C(=O)NC(C)C(=O)O)cc2)cc1 (configuration not stated)
  4µM*	·	1%	0%	-10%	?	0.0%	-6%
> CC1CCCCC12NC(=O)N(CC(=O)Nc1sc3c(c1C(N)=O)CCC3)C2=O (configuration not stated)
  ?	-6%	-10%[46.1 µM]	-1%	-12%	-13%	0.1%	3%
> CCOC(=O)C1=c2/c(=C/c3ccccc3OC)c(N)c(C#N)n2C(=O)C(c2ccccc2OC)S1 (configuration not stated)
  2%	-9%	-9%[46.1 µM]	-1%	-6%	-4%	-5.4%	0%
> Cc1ccc2cc(CCNS(=O)(=O)c3ccc(F)cc3)c(=O)[nH]c2c1
  -9%	-13%	-1%[46.1 µM]	8%	-5%	2%	0.0%	-12%
> CC(=O)N/N=C(\C)c1cccc(NC(=O)c2cccs2)c1
  -7%	-2%	-1%	-3%	-2%	-1%	0.4%	-2%
> CCSc1nnc(NC(=O)Cc2ccccc2OC)s1
  -5%	-1%	?	-4%	-3%	4%	1.0%	-3%
> CCN1CCC(NC(=O)Nc2cccc(C(F)(F)F)c2)CC1
  3%	1%	-18%	6%	-1%	-5%	-3.1%	0%
> O=S(=O)(/N=C/c1ccccc1O)c1cccs1
  7%	-2%	9%[46.1 µM]	3%	-3%	0%	3.1%	-8%
> CCN(CC)c1cc(C)c2cc(NC(=O)c3ccc(Br)o3)ccc2n1
  -6%	3%	-22%[46.1 µM]	6%	-8%	?	-2.3%	1%
> Cc1ccc(C(=O)COC(=O)c2ccccc2NC(=O)c2ccccc2)cc1[N+](=O)[O-]
  ?	-2%	-24%	6%	1%	-22%	0.0%	-1%
> CCOC(=O)c1c[nH]c2c(C(F)(F)F)cccc2c1=O
  -8%	15%	-9%	-3%	-3%	-3%	-2.1%	5%
> COc1cc2c(cc1OC)C(C(=O)NCC1COc3ccccc3O1)C(c1cccnc1)N(C)C2=O (configuration not stated)
  -4%	-2%	-6%[46.1 µM]	4%	-4%	-6%	-1.0%	3%
> Clc1cccc(Cl)c1/C=C/c1nc2ccccc2[nH]1
  ?	?	-27%[46.1 µM]	21%	11%	?	-0.9%	-10%
> Cc1ccc2nc(N3C(=O)C(O)=C(C(=O)c4cc5ccccc5o4)C3c3cccs3)sc2c1 (configuration not stated)
  20µM*	-6%	2%[46.1 µM]	0%	1%	-14%	-0.6%	-11%
> O=C(CN(CCc1ccccc1)S(=O)(=O)c1ccc(Cl)cc1)N/N=C/c1ccccc1C(=O)O
  1%	-8%	15%	8%	2%	0%	-4.2%	2%
> c1ccc(-c2nn3c(-c4ccccc4)nnc3s2)cc1
  5%	-2%	?	-9%	-7%	-9%	-1.1%	9%
> COc1ccc(F)cc1S(=O)(=O)N1CCCCC1
  ·	·	9%	-15%	-12%	0%	1.1%	0%
> Cc1ccccc1NC(=O)C1CCN(C2=NS(=O)(=O)c3ccccc32)CC1
  -8%	3%	2%	-7%	-2%	-3%	2.6%	2%
> CCC(=O)N1CCN(c2ccc(NC(=S)NC(=O)C(C)C)cc2)CC1
  4%	2%	-15%	3%	0%	-10%	3.2%	-22%
> O=C(/C(=C(\O)c1ccccc1)c1nc2ccccc2[nH]1)c1ccccc1
  ·	·	-10%	2%	-2%	-11%	0.0%	0%

Screens (PubChem)

Only part of the results is shown, so the mix of outcomes need not match the whole.
